E coli growth: counter-screen for AddAB inhibitors: E. coli growth inhibition; E. coli V3065 growth, OD600 absorbance, 18 h; inhibition, % at 11.9 µM; 0.27% of 330,000 active;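 active = inhibition above the campaign's mean inhibition across all tested compounds plus 3 SD, cut at about 9.9% in these data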;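 note: uninfected addAB+ strain grown without phage in ampicillin broth; 0% = DMSO wells and 100% = ciprofloxacin 0.95 µg/ml wells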
Tat transport: E. coli Tat transport inhibition | 0.036% of 340,000 active | AID 488895 | inhibition, % at 10 µM | E. coli MC4100 TorA-mCherry Tat export, fluorescence;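 active = mean replicate inhibition at least 50% and at least half of replicates individually reaching 50%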;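 note: exported cargo escapes ClpAP degradation while cytoplasmic cargo is degraded and loses fluorescence; 0% = median of neutral control wells and 100% = median of NaSCN control wells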
Wnt act: activators of Wnt/beta-catenin signaling; 1.2% of 300,000 active; activation, % at 9.35 µM; AID 743398; Wnt/beta-catenin reporter cell assay, activator, plate reader; in the data active = activation above about 30%, passing the limit was not always enough;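 note: 0% = neutral control wells and 100% = positive control wells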
CAL PDZ FP-1: blocks peptide binding to human CAL PDZ domain. purified CAL PDZ, TMR-peptide fluorescence polarization, 1 h. 0.02% of 330,000 active. inhibition, % at 20 µM. AID 504414. Q9HD26;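 active = highest replicate inhibition of at least 40%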;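 note: plate controls were DMSO neutral control wells for no effect and unlabeled competitor peptide control wells for full effect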
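System: purified tagged CAL PDZ domain construct (CerCALP). Schedule: 1 h incubation at room temperature before polarization reading. Medium: 25 mM sodium phosphate pH 7.4, 150 mM NaCl, TCEP, IgG, Thesit. Read-out: percent inhibition from loss of millipolarization. Measured by: FP readout, S and P plane fluorescence. Probe or stimulus: fluorescent TMR peptide probe.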
AddAB inh: less growth of phage-infected E. coli with AddAB | E. coli expressing H. pylori AddAB, absorbance growth | inhibition, % at 11.9 µM | 0.29% of 330,000 active; in the data active = inhibition above about 12%;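 note: 0% = vehicle wells of infected cells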
MITF TRPM1 HTS: activators of MITF-driven TRPM1 promoter activity in SK-MEL-5 cells. SK-MEL-5 TRPM1-promoter luciferase, 24 h; % of positive control, neutral wells = 0. 0.75% of 300,000 active. AID 588334. activation, % at 12.5 µM;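 active = mean activation of at least 80% with every replicate also reaching 80%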;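 note: 0% = neutral control wells and 100% = parthenolide positive control wells; values of inactives mirror those of a sister screen read the other way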
phage Ecoli inh: E. coli growth loss with phage present; growth absorbance; inhibition, % at 11.9 µM; 0.26% of 360,000 active; in the data active = inhibition above about 11%
SR-BI DiI-HDL act: activators of SR-BI mediated HDL lipid uptake. CHO ldlA[mSR-BI] cells, DiI-HDL uptake fluorescence, 3 h; 100 = double the neutral-control signal. activation, % at 12.5 µM. 0.096% of 320,000 active. AID 504775;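 active = mean replicate activation of at least 60% and every replicate at or above 60%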;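 note: 0% = median plate neutral-control signal and 100% = twice that signal; values of inactives mirror those of a sister screen read the other way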
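Material: SR-BI-overexpressing, LDLR-lacking CHO cells | Dosing: Single compound concentration, delivered by pin transfer | Probe or stimulus: Labelled HDL, 10 µg/mL | Signal: Bottom-read cell fluorescence after medium removal, ex 550/em 595 nm | Schedule: 3 h, 37 °C | Evaluation: HDL uptake via cellular fluorescence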
SR-BI HDL uptake: inhibitors of mouse SR-BI mediated HDL lipid uptake; ldlA[mSR-BI] CHO cells, DiI-HDL uptake fluorescence, 3 h; 0.96% of 320,000 active; AID 488896; inhibition, % at 12.5 µM;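 active = mean replicate inhibition of at least 70% and a set share of replicates each scoring 70 or more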;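 note: 0% = median of neutral control wells and 100% = median of positive control wells; values of inactives mirror those of a sister screen read the other way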
Target sequence (Q61009 whole entry, looked up): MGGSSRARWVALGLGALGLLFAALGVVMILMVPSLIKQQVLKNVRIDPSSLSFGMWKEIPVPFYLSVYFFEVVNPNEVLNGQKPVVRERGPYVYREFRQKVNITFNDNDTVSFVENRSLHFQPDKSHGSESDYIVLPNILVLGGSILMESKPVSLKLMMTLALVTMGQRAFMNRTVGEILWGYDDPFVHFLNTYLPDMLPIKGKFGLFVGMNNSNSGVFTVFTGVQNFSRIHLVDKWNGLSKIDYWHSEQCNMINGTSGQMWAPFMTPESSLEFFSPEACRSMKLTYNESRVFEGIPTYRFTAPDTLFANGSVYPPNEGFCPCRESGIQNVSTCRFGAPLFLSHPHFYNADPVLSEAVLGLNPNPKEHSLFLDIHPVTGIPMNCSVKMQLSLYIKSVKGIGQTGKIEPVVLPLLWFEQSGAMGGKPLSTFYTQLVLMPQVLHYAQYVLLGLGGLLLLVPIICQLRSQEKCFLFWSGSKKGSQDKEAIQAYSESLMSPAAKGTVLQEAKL
CAL PDZ FP-2: inhibitors of human CAL PDZ peptide binding; inhibition, % at 24.9 µM; purified CAL PDZ, TMR-peptide fluorescence polarization, 1 h; 0.92% of 300,000 active; AID 602252; Q9HD26;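 active = mean inhibition of at least 30% with at least half of replicates also reaching 30%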;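 note: 0% = DMSO neutral control and 100% = excess unlabeled competitor peptide PRC23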
* marks the source's active call; other numbers are inactive results; · = no result given; & = joins results of further samples.

SMILES	E coli growth	Tat transport	Wnt act	CAL PDZ FP-1	AddAB inh	MITF TRPM1 HTS	phage Ecoli inh	SR-BI DiI-HDL act	SR-BI HDL uptake	CAL PDZ FP-2
CCOc1cccc(-c2nnc3sc(C4CCCCC4)nn23)c1	0.8	-1	·	-2.5	5.4	·	3.0	-8	8	-4
O=C(COc1ccc([N+](=O)[O-])cc1)N(Cc1cccs1)C1CCS(=O)(=O)C1 (centres undefined)	-0.8	-2	-1	-2.4	-3.0	10	1.7	12	-12	-3
O=C(CC1C(=O)NCCN1CC1CCCCC1)NCc1ccc(F)cc1F (centres undefined)	0.8	2	-2	0.6	-9.2	8	3.6	17	-17	-1
Cc1ccc2nc(SCC(=O)N3CCN(C(=O)c4ccco4)CC3)[nH]c2c1	-1.8	3	1	-0.8	-2.4	-21	4.1	22	-22	-4
COc1ccccc1-c1nnc(NC(=O)c2ccc(S(=O)(=O)N(C)C)cc2)o1	-5.7	-2	·	-3.3	-0.2	-26	-4.0	-1	1	3
CCC(C)NC(=O)Cn1cccc1C(=O)c1ccccc1 (centres undefined)	3.0	-13	·	0.0	3.0	4	-7.0	-9	9	-3
CC(C)(C)C(=O)Nc1cc2c3c(c1)CCN3C(=O)CC2	-0.8	-6	1	0.6	-1.2	3	1.1	17	-17	·
CC1(C)CC(CNCCC(c2ccc(F)cc2)c2ccco2)CCO1 (centres undefined)	-0.2	4	-2	·	1.9	-8	2.5	28	-3	-5
Cn1cc(CN2CCC(n3nccc3NC(=O)CCCc3ccccc3)CC2)cn1	0.3	-4	0	0.4	1.3	3	3.3	9	-9	-5
O=C1/C(=C/c2cccs2)N=C(c2cccs2)N1Nc1ccccc1	1.1	-2	·	1.5	1.6	12	3.5	-7	7	-1
CC(C)c1ccc(C(C(=O)NC2CCCCC2)N(C(=O)c2csnn2)C2CC2)cc1 (centres undefined)	0.6	2	-2	-0.2	3.0	-6	-1.2	12	-12	5
C[C@@H]1CN(C(=O)c2nc3ccc(Cl)cn3c2CN2CCc3sccc3C2)C[C@H](C)O1	0.3	3	·	-0.6	3.8	-8	3.2	-5	5	1
CCOC(=O)c1cc2c(nc1N)CC(C)(C)OC2	2.4	2	·	-1.1	-1.3	-10	2.4	17	-17	0
N#CCOC(=O)c1c2c(nc3ccccc13)CCC2	-0.6	-2	-2	0.0	2.9	4	6.2	1	-1	·
COc1ccc(CCCNC(=O)CC#N)cc1OC	-2.8	-12	2	-0.1	1.1	·	2.6	20	-20	·
COc1ccc(/C=C/C(=O)NC(=S)NCc2ccccc2)cc1OC	-1.5	-3	1	-0.6	1.7	-2	0.6	-12	12	-3
O=C(NCc1cccs1)c1ccccc1	-2.9	-9	·	-1.0	0.6	·	3.7	-6	6	-6
COc1ccc(NC(=O)COc2ccc(-n3cnnn3)cc2)cc1OC	·	4	-4	0.2	·	-4	3.8	-18	18	3
COc1ccc(S(=O)(=O)Nc2ccc(S(=O)(=O)Nc3nccs3)cc2)cc1	0.9	-15	-2	-3.9	3.1	-2	-0.3	·	·	0
O=C(Nc1ccccc1F)c1ccc(-n2cncn2)nc1	4.7	0	·	-0.5	3.1	-5	3.4	15	-15	-5
Cc1cc(NS(=O)(=O)c2ccc(NC(=O)CSc3nc4sc(C(=O)O)c(C)c4c(=O)[nH]3)cc2)no1	-0.2	0	-2	-0.6	4.6	2	4.5	12	-12	11
O=C(CC(=O)Nc1ccc(Cl)c(Cl)c1)N/N=C/c1ccc(O)cc1	-2.1	4	·	-2.3	2.5	-3	2.5	-9	9	-6
O=C(Nn1c(O)c(C=C2N=c3ccccc3=N2)sc1=S)c1cccc(Cl)c1	-1.8	-11	·	-2.0	0.9	3	-0.9	-25	25	·
Cn1c(SCC(=O)NC(C)(C)C)nnc1-c1cccc(NC(=O)c2ccccc2F)c1	-1.6	-4	-5	-0.1	3.1	·	1.4	-16	16	-7
COc1cc(C)c(NC(=O)COc2cccc3c2OC(C)(C)C3)cc1OC	-0.2	3	·	-0.4	-0.5	1	·	-45	45	15
CCOc1ccccc1C(=O)NCC(=O)OCC(=O)c1ccc2c(c1)OCCO2	1.2	2	·	-1.8	3.7	-2	5.1	-11	11	2
N#CC(C(=O)C12CC3CC(CC(C3)C1)C2)c1nc2ccccc2[nH]1 (centres undefined)	-0.2	-2	0	-0.1	-1.0	11	0.1	1	-1	-2
CC(=O)N1CCC(C(=O)NC2CC(C)(C)Cc3c2cnn3-c2ccc(F)cc2)CC1 (centres undefined)	3.0	-1	-1	-1.5	4.0	-2	2.1	3	-3	-4
Cc1ncc([N+](=O)[O-])n1CC(=O)Nc1ccc(F)c(Cl)c1	0.3	2	26	-0.3	-0.8	8	1.2	·	·	-5
COCCNC(=O)CSc1nc2sc(C)c(C)c2c(=O)n1-c1ccccc1	3.2	·	0	·	3.2	·	-0.1	·	·	·
O=C(O)c1ccc(N2C(=O)c3cccnc3C2=O)cc1	-0.6	12	-7	·	3.4	-2	1.2	2	-2	8
Fc1ccc(-c2ccc(/C=N\n3cnnc3)o2)cc1Cl	2.1	2	-1	0.1	1.3	-2	2.7	-10	10	-2
Cc1cc(Cl)ccc1C(=O)C1CCCN(C(=O)c2cncs2)C1 (centres undefined)	0.4	6	0	-0.5	-0.1	3	-1.5	3	-3	-5
COc1cc(C(=O)N2CCN(c3cc(Cl)ccc3Cl)CC2)cc(OC)c1OC	-2.0	-2	-13	-0.5	-1.6	-10	3.6	-29	29	-1
Clc1ccc(-c2csc(N/N=C/c3ccco3)n2)cc1	-3.8	-3	14	-0.5	-0.8	37	-2.5	-53	53	·
CCc1nnc(NS(=O)(=O)c2ccc(NC(=O)c3cccc(Cl)c3)cc2)s1	0.8	-9	-1	-1.4	-0.5	109*	1.1	·	·	-6
O=C(COC(=O)CSc1ccc([N+](=O)[O-])cc1)NCCC1=CCCCC1	-2.5	2	2	-1.1	-9.3	1	-0.2	18	-18	·
Cc1cc(NC(=O)Nc2ccc(Cl)c(Cl)c2)n(-c2ccccc2)n1	-3.1	-2	1	-4.1	1.1	-4	5.7	-11	11	·
Cc1ccc(S(=O)(=O)N(CC(O)CN2CCOCC2)c2cccc([N+](=O)[O-])c2)cc1 (centres undefined)	-2.3	5	1	0.5	0.1	0	0.9	24	-24	2
C=CCn1c(SCC(=O)N2CCOCC2)nc2sc(CC)cc2c1=O	1.7	2	-2	-2.0	1.3	-11	-0.7	19	-19	-11
CCC[C@H](CN[C@@H](CNC)[C@H](C)O)NCCc1ccc(OC)cc1	-3.0	5	0	-0.9	0.8	8	-0.2	18	-18	5
CC(C)N(CC(N)=O)C(=O)c1sc2cc(F)ccc2c1Cl	2.3	13	-3	-1.3	-0.9	-5	1.5	5	-5	4
O=C(NCc1cccnc1)c1ccc(COc2ccccc2Br)cc1	-2.5	-3	0	-3.1	3.2	14	3.7	-32	32	-3
COc1ccc(N2C(=O)CC(Nc3ccc(F)cc3)C2=O)c([N+](=O)[O-])c1 (centres undefined)	0.8	-1	-2	0.5	0.2	5	3.4	-12	12	·
CCn1c(CCNC(=O)c2cccs2)nnc1SCC(=O)NC1CCCCC1	-1.7	11	·	-2.2	-0.2	3	1.8	4	-4	·
O=C(CCCOc1ccccc1)Nc1ccc(S(=O)(=O)Nc2ccccn2)cc1	-0.9	-7	·	-3.5	-2.6	-8	·	-4	4	-2
Oc1ccc(/C=C/c2nc(-c3ccccc3O)n(-c3ccccc3)n2)cc1	-0.1	-2	·	-1.0	1.6	-2	1.4	-74	74*	·
O=C(c1ccc(F)cc1)c1ccc(CN2C(=O)c3ccccc3C2=O)o1	0.9	3	1	-2.2	3.2	25	1.8	20	-20	-5
COc1ccc(NS(=O)(=O)c2cc(C(=O)O)ccc2C)cc1	1.9	-16	0	-0.5	0.1	1	3.7	12	-12	0
c1ccc(N2CCN(Cc3ccnc4ccccc34)CC2)cc1	-0.1	8	·	-2.5	-0.9	-9	1.1	3	-3	·
CCC(c1nnc(SCC(=O)Nc2nnc(-c3ccccc3)o2)n1Cc1ccccc1)N(C)C (centres undefined)	-0.6	-16	-6	-2.2	0.6	-8	1.1	-10	10	2
COc1cccc(NS(=O)(=O)c2ccc3c(c2)NC(=O)C(C)S3)c1 (centres undefined)	-0.5	2	-1	-2.2	0.4	9	4.1	14	-14	-7
COc1ccc(-c2cc(C(F)(F)F)nc(SCC(=O)N3CCOCC3)n2)cc1OC	-0.4	-8	·	-1.4	2.2	7	9.4	-52	52	·
COc1ccc(-c2nc(-c3cccnc3)no2)cc1	-0.4	6	53*	-2.3	2.1	·	2.5	5	-5	4
COc1cccc(C2CC(c3ccccc3Cl)Nc3ncnn32)c1 (centres undefined)	·	-1	·	-0.6	·	-17	1.9	-24	24	2
COc1cc(-c2csc(CCn3nc(C)cc3C)n2)cc(OC)c1OC	-0.8	-1	-1	2.5	0.4	5	1.8	-5	5	-1
O=C(NCc1ccccc1)N1CCC(CO)(CCc2ccccc2)CC1	3.6	-4	0	-2.0	1.4	4	2.4	-12	12	2
CCc1ccc(-c2cc(C)no2)cc1S(=O)(=O)Nc1ccccn1	-0.1	-2	4	0.3	3.5	7	-0.5	17	-17	-2
Cc1cccc(C)c1OCC(=O)Nc1cccc(S(=O)(=O)N2CCCC2)c1	0.0	6	-6	-2.7	-2.2	-5	2.5	-45	45	-2
Cc1cc(SCC(=O)O)nc2ccccc12	4.5&-1.1	4&-5	1&0	0.4&0.0	5.7&1.9	2&9	2.6&4.5	11&21	-11&-21	0

Filtered by structure, the compounds so far with a cyano group.
SMILES	E coli growth	Tat transport	Wnt act	CAL PDZ FP-1	AddAB inh	MITF TRPM1 HTS	phage Ecoli inh	SR-BI DiI-HDL act	SR-BI HDL uptake	CAL PDZ FP-2
N#CCOC(=O)c1c2c(nc3ccccc13)CCC2	-0.6	-2	-2	0.0	2.9	4	6.2	1	-1	·
COc1ccc(CCCNC(=O)CC#N)cc1OC	-2.8	-12	2	-0.1	1.1	·	2.6	20	-20	·
N#CC(C(=O)C12CC3CC(CC(C3)C1)C2)c1nc2ccccc2[nH]1 (centres undefined)	-0.2	-2	0	-0.1	-1.0	11	0.1	1	-1	-2

(further entries)
SMILES	E coli growth	Tat transport	Wnt act	CAL PDZ FP-1	AddAB inh	MITF TRPM1 HTS	phage Ecoli inh	SR-BI DiI-HDL act	SR-BI HDL uptake	CAL PDZ FP-2
CC1CCCC(C(=O)O)N1C(=O)CCSC(=O)c1ccccc1 (centres undefined)	-0.5	7	·	0.0	0.3	-1	0.6	36	-36	-2
N[C@@H](Cc1ccc(O)cc1)c1nnc([C@H](CO)NC(=O)C2CCNCC2)o1	-1.9	-3	-1	0.5	2.8	-6	2.2	4	-4	-1
Cc1ccc(C(=O)COC(=O)c2cc(=O)[nH]c3ccccc23)cc1C	-2.6	-5	7	-0.3	1.4	50	3.4	-29	29	0
O=C(NNC(=O)c1cccc2ccccc12)c1cccc(Br)c1	·	2	-2	-0.4	·	18	2.6	-11	11	-5

Screens deposited in PubChem by several laboratories.
